PriA SSB inh: inhibitors of Klebsiella pneumoniae PriA binding to SSB C-terminal tail; inhibition, % at 33 µM; 430,000 tested, 0.6% active; AlphaScreen SSBct-PriA binding, biotinylated peptide; AID 1272365; in the data active = inhibition mostly above about 37%, no sharp cut-off; inactive = mostly below about 20%;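 also: plate controls were negative control peptide for no effect and reference peptide for full effect; strong numbers were not always called active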
Starred values were filed as active, the others as inactive; & = joins results of further samples. Only part of the results is shown. The share of hits here may be higher or lower than overall.

Screening Cc1nc(C)c(NC(=O)NCc2ccccc2)cc1NC(=O)NCc1ccccc1 returned PriA SSB inh -4.
`CCOC(=O)c1sc(NC(=O)C2C(C=C(Cl)Cl)C2(C)C)c(C(=O)OCC)c1C` (stereo not given) gave PriA SSB inh 5.
For COc1cc(C(C)=O)ccc1OCC(=O)NCCOc1ccccc1 the results were PriA SSB inh -9&4.
For COc1ccccc1NC(=O)N1CCN(c2ncnc3c2nnn3C)CC1 the results were PriA SSB inh -9.
COC(C)(CNC(=O)c1c(C)nc2ccccn12)c1ccccc1F (stereo not given) was read as PriA SSB inh -10.
Screening NC(=N[N+](=O)[O-])N1CCN(C(=O)Oc2ccccc2)CC1 returned PriA SSB inh -1.
For Fc1cccc(C=NNc2nccnc2Cl)c1 the results were PriA SSB inh -2.
For NC(=O)c1ccc(NC(=O)c2cccn(Cc3cccc(Cl)c3)c2=O)cc1 the results were PriA SSB inh -4&3.
Screening CSc1ccc(CC(=O)Nc2nc(-c3ccc4c(c3)CCCC4)cs2)cc1 returned PriA SSB inh 11.
Screening CS(=O)(=O)c1nc2ccccc2n1Cc1ccc(Cl)c(Cl)c1 returned PriA SSB inh -5.
Screening CCOc1cc(C)c(Cl)cc1S(=O)(=O)N1CCCC[C@@H]1C returned PriA SSB inh -23.
Screening CC(O)(CNC(=O)Cn1c(=O)oc2ccccc21)c1cc2ccccc2o1 (stereo not given) returned PriA SSB inh 1.
For O=C(NN=Cc1ccc(COc2ccc(Br)cc2)o1)c1ccco1 the results were PriA SSB inh -10.
`O=C(NCCn1nc(C(F)(F)F)c2c1CCCC2)c1cccs1` gave PriA SSB inh -11.
For COc1ccc(C(=O)N2CCC3(CC2)OCCS3)cc1F the results were PriA SSB inh 2.
`Cc1nc(SCc2ccccc2)[nH]c(=O)c1CC(=O)NC(C)CCc1ccccc1` (stereo not given) gave PriA SSB inh -1.
O=[N+]([O-])c1ccc(S(=O)(=O)c2ccccc2[N+](=O)[O-])cc1 was read as PriA SSB inh -4.
For O=C(C[C@@H]1Sc2ccc(C(F)(F)F)cc2NC1=O)Nc1ccc(OC(F)F)cc1 the results were PriA SSB inh -9.
`COc1cc(/C=N\NC(=O)c2ccccc2)ccc1OC(=O)Oc1ccccc1` gave PriA SSB inh 16.
Screening COc1ccc(-c2ccc(S(=O)(=O)N3CCCCCC3)cc2)cc1 returned PriA SSB inh -9.
`COc1ccc(CNC(=O)NCC2CCN(c3ccncc3)CC2)cc1OC` gave PriA SSB inh 13.
Screening Cc1nc2c(ccc3nc(NC(=O)c4ccnn4C)sc32)s1 returned PriA SSB inh 5.
`COc1ccc(Cl)cc1NC(=O)NC1CCCC(O)C1` (stereo not given) gave PriA SSB inh -3.
`CS(=O)(=O)c1ccc(CC(=O)Nc2ccc(-c3nc4ccccc4o3)cc2)cc1` gave PriA SSB inh 8.
`Cc1ccc(-c2noc(C3CCN(CC(=O)Nc4ccccc4C(F)(F)F)CC3)n2)cc1` gave PriA SSB inh -7.
`O=C(O)CC(CC(=O)NCc1ccccc1)c1ccc(Br)cc1` (stereo not given) gave PriA SSB inh -12.
For CCN(CC)c1ccc(C(=O)OCC(=O)c2ccc(Cl)cc2)cc1 the results were PriA SSB inh -8&-5.
CNc1cc([N+](=O)[O-])ccc1NC=CC(=O)c1cccs1 was read as PriA SSB inh 20.
CC(C)Sc1ccc(CC(=O)NCC2CCN(C(C)C)CC2)cc1 was read as PriA SSB inh -4.
Screening O=C(c1cc(-c2cccs2)[nH]n1)N1CC(S(=O)(=O)C2CCCCC2)C1 returned PriA SSB inh 5.
For C=C(C)Cn1c(NCc2ccco2)nc2c1c(=O)[nH]c(=O)n2C the results were PriA SSB inh -4.
Screening COC(=O)c1ccc(S(=O)(=O)N(Cc2cccs2)Cc2cccn2C)cc1 returned PriA SSB inh -12.
`O=C(O)CCCCN1C(=O)CSC1=S` gave PriA SSB inh -11.
`O=C(NCCn1ncc2c(N3CCCC3)ncnc21)c1ccc2c(c1)OCO2` gave PriA SSB inh -1.
Screening COCCN1CCC(CNC(=O)C(=O)Nc2cc(C)ccc2OC)CC1 returned PriA SSB inh -8.
Screening O=C(Nc1nnc(Cc2cccs2)o1)c1ccc2ncsc2c1 returned PriA SSB inh 71*.
For COc1cc(-c2nc3ccccn3c2N=Cc2cccc(OC)c2O)ccc1O the results were PriA SSB inh 4.
Screening NC(COc1ccccc1)=NNC(=O)c1cccnc1Oc1ccccc1 returned PriA SSB inh -9.
`Cc1ccc(NC(=O)CC(NCCC2=CCCCC2)C(=O)O)c(C)c1` (stereo not given) gave PriA SSB inh -14.
For COC(=O)NCc1ccc(C(=O)c2cccs2)s1 the results were PriA SSB inh -10.
For O=C(c1cccs1)N1CCS[C@H](c2ccccc2F)CC1 the results were PriA SSB inh -7.
`C[C@](O)(CNC(=O)C(=O)Nc1ccc2c(c1)OCCO2)c1ccc2c(c1)OCO2` gave PriA SSB inh 0.
For O=C(Nc1nnc(Cc2ccc(Cl)s2)o1)c1nc2ccccc2s1 the results were PriA SSB inh -4.
`O=C(CN1C(=O)c2ccccc2C1=O)Nc1ccc2c(c1)N(S(=O)(=O)c1ccc(F)cc1)CCC2` gave PriA SSB inh -12.
For CCc1nnsc1C(=O)Nc1c(C(=O)c2ccc(Cl)cc2)oc2ccccc12 the results were PriA SSB inh -4.
COC(=O)c1ccc2c(=O)n(-c3ccc(F)cc3)c(N3CCOCC3)nc2c1 was read as PriA SSB inh -8.
`CS(=O)(=O)c1cccc(S(=O)(=O)NCc2ccco2)c1` gave PriA SSB inh 2.
`Nc1c(C(=O)NCc2ccc(F)cc2)nnn1Cc1ccccc1` gave PriA SSB inh 7.
Cc1sc(NN=Cc2cccs2)nc1-c1ccccc1 was read as PriA SSB inh 2.
O=C(Nc1ccc2c(=O)c3ccccc3oc2c1)c1ccccc1[N+](=O)[O-] was read as PriA SSB inh 9.
For Cc1ccccc1-c1ccc(N2CCN(S(=O)(=O)c3cccc(Cl)c3)CC2)nn1 the results were PriA SSB inh 5.
COc1ccc(Cl)cc1S(=O)(=O)N1CC(S(=O)(=O)C2CCCCC2)C1 was read as PriA SSB inh -17.
`COc1ccc2nc(-c3ccc(NC(=O)c4ccccc4C)cc3)cn2n1` gave PriA SSB inh -10.
`COc1ccc2c(C)ccnc2c1` gave PriA SSB inh -1.
`COc1ccc(NC(=O)COc2cccc3ccc(N4CCOCC4)nc23)c(OC)c1` gave PriA SSB inh -12.
Cc1ccc(S(=O)(=O)Nc2ccccc2C(=O)Nc2nc3c(C)ccc(C)c3s2)cc1 was read as PriA SSB inh -7.
CC(=NNC(=O)Cc1ccc(Cl)cc1)c1ccccn1 was read as PriA SSB inh 14.
COc1cc(C=Nn2c(C3CCCCC3)n[nH]c2=S)cc(Br)c1O was read as PriA SSB inh 10.
Screening Cc1noc(Cc2ccccc2NC(=O)C2c3ccccc3Oc3ccccc32)n1 returned PriA SSB inh -10.
`Nc1nonc1-n1nnc(C(=O)NN=Cc2ccco2)c1CSc1ccccc1` gave PriA SSB inh 8.
For CC(C)(C)NC(=O)CSc1nnc(NC(=O)NC(C)(C)C)s1 the results were PriA SSB inh 2.
`O=c1c2cc(S(=O)(=O)N3CCCCC3)ccc2[nH]n1Cc1c(F)cccc1Cl` gave PriA SSB inh -17.
For O=C(Nc1nc(-c2csc(NC(=O)c3ccc4ccccc4c3)n2)cs1)c1ccc2ccccc2c1 the results were PriA SSB inh 12.
Screening O=C(NCc1cnn2ccccc12)c1ccccc1Br returned PriA SSB inh -6.
Screening O=C(Nc1nnc(-c2ccc3c(c2)OCO3)o1)C1CC1 returned PriA SSB inh -21.
O=C(NCCN1CCN(c2ccccc2F)CC1)C(=O)Nc1ccon1 was read as PriA SSB inh 11.
Screening Cc1ccc(-c2csc(NC(=O)COCC(=O)Nc3nc(-c4ccc(C)o4)cs3)n2)o1 returned PriA SSB inh -4.
Screening O=C(c1ccc(N2CCOCC2)cc1)N1CCN(c2ccc(-n3cncn3)nn2)CC1 returned PriA SSB inh -7.
`CC(=NNC(=O)c1ccc2c(c1)OCO2)c1cccc(NC(=O)C(C)(C)C)c1` gave PriA SSB inh -14.
For Fc1cccc(C=NNc2ccccn2)c1 the results were PriA SSB inh 13.
CCOC(=O)c1ccc(S(=O)(=O)N2CCN(c3ccc(-c4ccco4)nn3)CC2)cc1 was read as PriA SSB inh -4.
Screening COC(C)(CNC(=O)C(=O)NC(C)c1ccccc1)c1cccc(Cl)c1 (stereo not given) returned PriA SSB inh -11.
`Cn1c(=NC(=O)/C=C/c2cccc([N+](=O)[O-])c2)sc2cccc(F)c21` gave PriA SSB inh 4.
CC12CCC3C(CCC4CC(O)CCC43C)C1C/C(=C\c1ccccc1Cl)C2=O (stereo not given) was read as PriA SSB inh -12.
Cc1cc(C)cc(-n2ccnc2SCC(=O)Nc2nc3ccccc3s2)c1 was read as PriA SSB inh 34.
COc1ccc(S(=O)(=O)C2CN(C(=O)c3cccn(C)c3=O)C2)cc1 was read as PriA SSB inh -13.
For COCC(=O)N1CCCc2ccc(NS(=O)(=O)c3ccc4c(c3)OCCO4)cc21 the results were PriA SSB inh -19&5.
Screening COC(=O)c1sc2nc(-c3ccc(C)cc3)cc(-c3ccc(OC)c(OC)c3)c2c1N returned PriA SSB inh -2&-1.
For CC(Cc1ccco1)NC(=O)C1CC=CCC1 (stereo not given) the results were PriA SSB inh -15.
For CCOc1ccccc1-n1nnc(C(=O)Nc2ccccc2)c1C(C)C the results were PriA SSB inh -6.
For NC(=O)c1ccccc1NC=CC(=O)c1ccc(Cl)cc1Cl the results were PriA SSB inh -7.
For COc1ccc(-c2c(C)nn3c(C)cc(C)nc23)cc1OC the results were PriA SSB inh 11.
`CN1CCN(C(CNS(=O)(=O)c2cccs2)c2ccc3c(c2)OCO3)CC1` (stereo not given) gave PriA SSB inh -12.
For COc1ccc(-c2cc(CO)no2)cc1OC the results were PriA SSB inh -9.
Screening O=C(CCn1cnc2ccccc2c1=O)Nc1ccccc1-c1cn2ccsc2n1 returned PriA SSB inh -8.
O=C(c1cc2ccccc2[nH]1)N1CCC(c2nnc(C3CC3)o2)CC1 was read as PriA SSB inh 7.
For Cc1ccc2[nH]c(C(=O)NN=Cc3ccccc3C(=O)O)c(-c3ccccc3)c2c1 the results were PriA SSB inh -2.
Screening O=C1c2ccccc2C(=O)N1N=Cc1ccc(O)c(O)c1 returned PriA SSB inh 4.
Screening O=C(Cn1c(=O)oc2ccccc21)N1CCC[C@H](Cc2nc(C3CC3)no2)C1 returned PriA SSB inh -8.
CC(=NN=C1NC(=O)CS1)c1cccs1 was read as PriA SSB inh 5.
For O=c1c2cc(-c3cccs3)nn2ccn1Cc1nc(-c2cccc(Cl)c2)no1 the results were PriA SSB inh -5.
Screening CCn1c(SCc2ccccc2)nc2ccsc2c1=O returned PriA SSB inh -27.
`COc1ccc(Cl)cc1NC(=O)NC[C@](C)(O)C1CC1` gave PriA SSB inh -1.
For Cc1n[nH]c(C)c1CCC(=O)N/N=C\c1ccco1 the results were PriA SSB inh 2.
`N#Cc1cnc(N)s1` gave PriA SSB inh -10.
Screening CCOC(=O)c1ccc(NC(=O)COc2cc(=O)n(-c3ccccc3)nc2C(=O)OCC)cc1 returned PriA SSB inh 4.
CCSc1ccccc1C(=O)N1CCN(C(=O)C2CC2c2ccccc2)CC1 (stereo not given) was read as PriA SSB inh -7.
Screening CSc1ccc([C@@H](O)CNC(=O)C(=O)Nc2cc(Cl)ccc2C#N)cc1 returned PriA SSB inh -4.
`COc1ccc(-c2nnc(NC(=O)CS(=O)(=O)c3ccccc3)o2)cc1` gave PriA SSB inh -6.
COCCN1CCC(CNC(=O)C(=O)Nc2cc(F)ccc2F)CC1 was read as PriA SSB inh -10&-9.
Screening C#CCSc1nnc(CNC(=O)c2ccc(C(C)(C)C)cc2)o1 returned PriA SSB inh 6.
Screening Fc1ccc(-c2csc3ncnc(NCc4ccccc4)c23)cc1 returned PriA SSB inh -12.

Source: PubChem BioAssay (Small Molecule Screening Facility, UW Madison)
